CCR6 antag – antagonists of human CCR6 receptor. P51684. CHO-K1 CCR6 PathHunter beta-arrestin, luminescence, CCL20-stimulated. inhibition, % at 20 µM. 0.49% of 340,000 active. AID 493098;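 active = compounds whose inhibition of the agonist-driven luminescence signal at 20 µM reaches about 50%, limit read from the data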;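 note: cells stimulated with CCL20 at 14 nM final; plate controls were DMSO with CCL20 for no effect and DMSO without agonist for full effect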
Target sequence (P51684 whole entry, looked up): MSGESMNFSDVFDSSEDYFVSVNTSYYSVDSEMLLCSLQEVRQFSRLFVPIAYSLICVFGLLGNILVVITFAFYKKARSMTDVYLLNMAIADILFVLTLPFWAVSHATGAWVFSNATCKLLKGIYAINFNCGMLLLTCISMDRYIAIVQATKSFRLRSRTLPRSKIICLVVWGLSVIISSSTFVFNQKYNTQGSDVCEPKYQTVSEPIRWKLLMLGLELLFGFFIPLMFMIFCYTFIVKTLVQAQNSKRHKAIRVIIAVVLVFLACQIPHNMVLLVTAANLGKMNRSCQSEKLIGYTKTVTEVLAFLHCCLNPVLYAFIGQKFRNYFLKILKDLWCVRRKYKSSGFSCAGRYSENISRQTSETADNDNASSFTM
APJ antag – APJ receptor antagonism; inhibition, % at 20 µM; 0.32% of 330,000 active; P35414; AID 2521; CHO-K1 APJ beta-arrestin complementation, luminescence;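 active = inhibition above about 40% at 20 µM, limit read from the data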;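 note: cells challenged with 10 nM apelin-13 agonist together with compound; plate controls were apelin-13 plus DMSO wells for no effect and DMSO wells lacking apelin-13 for full effect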
Jurkat NFkB inh – lowers PMA/ionomycin-induced NF-kB signal in Jurkat cells | 0.53% of 330,000 active | PMA/ionomycin-induced NF-kB luciferase reporter, luminescence | inhibition, % at 4 µM; in the data active = inhibition above about 50%
697 NFkB inh – inhibitors of the PMA/ionomycin-induced NF-kB reporter in 697 B cells; AID 435022; 697 B-cell NF-kB luciferase reporter, 16 h; inhibition, % at 4 µM; 0.33% of 330,000 active; in the data active = inhibition above about 35%
CXCR6 inh – blocks human CXCR6 beta-arrestin recruitment. CHO-K1 PathHunter CXCR6 beta-arrestin, luminescence. inhibition, % at 20 µM. 0.36% of 360,000 active. O00574; in the data active = inhibition above about 34%, passing the limit was not always enough;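 note: antagonist mode with CXCL16 agonist at 10 nM final; 0% = 10 nM CXCL16 with DMSO and 100% = unstimulated wells without agonist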
Target sequence (O00574 whole entry, looked up): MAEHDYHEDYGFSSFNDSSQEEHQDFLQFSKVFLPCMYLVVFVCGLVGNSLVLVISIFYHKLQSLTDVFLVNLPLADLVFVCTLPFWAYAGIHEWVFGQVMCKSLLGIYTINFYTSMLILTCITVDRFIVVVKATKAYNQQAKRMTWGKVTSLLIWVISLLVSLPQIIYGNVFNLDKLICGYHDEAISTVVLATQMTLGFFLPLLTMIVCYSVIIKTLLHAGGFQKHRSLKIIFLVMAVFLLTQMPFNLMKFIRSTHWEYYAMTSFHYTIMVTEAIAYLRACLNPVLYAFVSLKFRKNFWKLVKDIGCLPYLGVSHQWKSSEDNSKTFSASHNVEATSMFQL
Gli-Sufu block – Gli-Sufu pathway antagonism; Sufu-KO-LIGHT fibroblasts, Gli luciferase reporter luminescence; 0.74% of 340,000 active; inhibition, % at 5 µM;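 active = inhibition above about 55%, limit read from the data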;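 note: 0% = DMSO-treated cells and 100% = wells with medium but no cells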
UBC13 polyUb – inhibitors of human UBC13 polyubiquitin chain formation. 0.47% of 330,000 active. P61088. inhibition, % at 20 µM. TR-FRET. AID 485273; in the data active = inhibition above about 45%, passing the limit was not always enough
EBI2 antag – antagonists of human EBI2 receptor; EBI2 beta-arrestin recruitment, luminescence, 7a,25-OHC stimulated; P32249; 0.81% of 360,000 active; inhibition, % at 5 µM; AID 651636; in the data active = inhibition above about 38%;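 note: enzyme fragment complementation signal reports receptor beta-arrestin coupling in cells; 0% = agonist plus DMSO wells and 100% = wells without agonist; some results beyond the cut were filed as inactive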
Target sequence (P32249 whole entry, looked up, the tested form may be a part): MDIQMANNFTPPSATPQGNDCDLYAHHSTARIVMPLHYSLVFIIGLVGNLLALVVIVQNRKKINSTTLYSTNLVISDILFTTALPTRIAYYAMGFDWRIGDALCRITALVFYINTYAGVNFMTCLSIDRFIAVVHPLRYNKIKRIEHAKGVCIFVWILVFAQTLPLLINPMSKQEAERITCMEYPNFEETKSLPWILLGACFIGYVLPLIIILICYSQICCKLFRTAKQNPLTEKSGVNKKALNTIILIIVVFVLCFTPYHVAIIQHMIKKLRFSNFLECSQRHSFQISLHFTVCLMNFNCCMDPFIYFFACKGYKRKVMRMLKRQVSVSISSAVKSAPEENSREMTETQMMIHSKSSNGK
Active calls of the source: *; . = no result given.

The opening two entries, to show the layout:
structure	CCR6 antag	APJ antag	Jurkat NFkB inh	697 NFkB inh	CXCR6 inh	Gli-Sufu block	UBC13 polyUb	EBI2 antag
CC1(C(=O)N(Cc2ccccc2)Cc2ccccc2)CC1(Br)Br (stereo unspecified)	16.2	-6.5	14.4	0.3	-4.4	7.0	5.2	9.6
CN1CCN(C(=O)/C=C/c2ccc([N+](=O)[O-])cc2)CC1	10.1	-4.9	-12.7	-7.2	-1.6	-1.7	-24.7	22.3

The listing, repeating the preview:
structure	CCR6 antag	APJ antag	Jurkat NFkB inh	697 NFkB inh	CXCR6 inh	Gli-Sufu block	UBC13 polyUb	EBI2 antag
CC1(C(=O)N(Cc2ccccc2)Cc2ccccc2)CC1(Br)Br (stereo unspecified)	16.2	-6.5	14.4	0.3	-4.4	7.0	5.2	9.6
CN1CCN(C(=O)/C=C/c2ccc([N+](=O)[O-])cc2)CC1	10.1	-4.9	-12.7	-7.2	-1.6	-1.7	-24.7	22.3
CC(C)Cn1c(N)c(C(=O)COC(=O)c2ccccc2F)c(=O)n(C)c1=O	4.9	18.6	13.2	-23.4	1.0	7.0	2.9	17.3
Brc1ccc2nc(-c3ccncc3)c(NC3CCCC3)n2c1	9.7	4.4	21.3	2.1	-0.7	11.8	32.2	5.4
COc1ccccc1COc1ccc2c(C)c(CCC(=O)O)c(=O)oc2c1C	3.8	9.6	-8.8	3.9	4.5	9.4	0.2	0.2
Cc1ccccc1OCC(O)Cn1c(NCCN(C)C)nc2c1c(=O)n(C)c(=O)n2C (stereo unspecified)	.	4.6	-10.7	3.0	7.1	.	0.1	-3.1
Cc1ccc(-c2nnn(CC(=O)N(CCN3CCOCC3)C(C(=O)NC(C)(C)C)c3ccc(C)o3)n2)cc1 (stereo unspecified)	1.3	-2.9	-4.9	10.1	1.7	19.7	1.9	-2.6
Cc1ccc([C@@H]2CC=C(C(=O)O)[C@H](c3ccc(C(C)(C)C)cc3)N2S(=O)(=O)c2ccc(C)cc2)cc1	-11.9	-9.3	-17.9	-5.6	-8.6	6.3	-37.0	-0.7
CN(C)c1cccc(C(=O)N2CCCC(CCC(=O)N3CCN(c4ccccn4)CC3)C2)c1 (stereo unspecified)	-2.0	3.9	16.9	15.0	-9.7	9.6	6.4	-3.0
CCOc1ccccc1CNC(=O)C1CCCN(c2ncnc3c2nc2n3CCCCC2)C1 (stereo unspecified)	9.3	6.4	7.0	-1.3	1.3	-4.3	2.5	7.8
O=C(NCCCN1CCc2ccccc2C1)C1CCN(S(=O)(=O)N2CCCC2)CC1	-1.2	14.5	-4.0	9.4	-1.2	-1.0	4.0	2.8
CCc1ccc(N2C(=O)CN(Cc3ccccc3)C2=S)cc1	24.1	-0.7	-2.1	-14.2	8.8	-1.8	4.1	-3.1

In another format: results already given.
Every second line gives: CCR6 antag, APJ antag, Jurkat NFkB inh, 697 NFkB inh, CXCR6 inh, Gli-Sufu block, UBC13 polyUb, EBI2 antag
- O=C(NCCCN1CCc2ccccc2C1)C1CCN(S(=O)(=O)N2CCCC2)CC1
→ -1.2, 14.5, -4.0, 9.4, -1.2, -1.0, 4.0, 2.8
- CCc1ccc(N2C(=O)CN(Cc3ccccc3)C2=S)cc1
→ 24.1, -0.7, -2.1, -14.2, 8.8, -1.8, 4.1, -3.1

Later entries
structure	CCR6 antag	APJ antag	Jurkat NFkB inh	697 NFkB inh	CXCR6 inh	Gli-Sufu block	UBC13 polyUb	EBI2 antag
COc1ccc(OC)c(S(=O)(=O)Oc2ccc(N)c3ccccc23)c1	-9.7	-23.4	7.7	-10.9	-12.8	2.3	-59.9	-4.7
Fc1ccccc1Cn1cc(C(=S)N2CCOCC2)c2ccccc21	19.8	13.2	-8.2	0.1	3.7	-0.8	-5.8	10.8
Cc1ccc(S(=O)(=O)NC(CC(=O)O)c2cccs2)cc1 (stereo unspecified)	9.1	4.7	-7.7	11.7	-6.9	-12.9	5.4	4.2
COCCNC(=O)/C(C#N)=C/c1cccs1	-10.5	11.0	2.6	13.8	-3.1	11.7	-1.3	13.3
O=C1CCn2nc(-c3ccc(Cl)cc3)cc2N1	4.1	-15.1	-72.4	-47.0	-5.3	-43.6	-2.1	-3.8
Cc1cc(C(=O)Nc2ccc(S(=O)(=O)N3CCOCC3)cc2)ccc1[N+](=O)[O-]	1.4	11.8	0.9	-6.9	-1.6	-0.8	6.8	5.1
O=C(O)C1CCC(=O)N1C1c2ccccc2Oc2ccccc21 (stereo unspecified)	10.5	-32.3	0.6	-13.1	-6.4	-9.0	-6.3	-0.6
CC1CCCC(C)N1C(=O)CSc1nnc(C2CCCCC2)o1 (stereo unspecified)	10.9	-1.5	-9.5	-21.4	0.2	-17.0	-9.4	-4.3
O=C(Nc1ccc(Cl)cc1)c1nc[nH]c1C(=O)N1CCc2ccccc2C1	6.6	-0.7	-12.3	-11.6	20.8	1.2	-7.9	-7.1
COc1ccc(F)cc1C(=O)C1CCCN(C(=O)c2ocnc2C)C1 (stereo unspecified)	15.8	5.0	-11.0	-35.5	0.9	-5.1	-3.8	1.3
COc1ccc(NC(=O)CSc2nnc(CNC(=O)COc3ccc(Cl)cc3)o2)c(OC)c1	5.8	1.3	4.3	-10.1	-2.2	2.7	-3.7	0.4
CN1/C(=C\C(=O)c2ccco2)C(C)(C)c2ccccc21	-2.5	-8.9	57.3*	-69.0	9.2	84.4*	-13.9	-4.9
CCc1nc(CN2CCN(c3ccc(C(F)(F)F)cn3)CC2)c(C)[nH]1	-6.4	2.1	10.5	-47.7	-9.0	12.6	-0.1	0.9
Cc1ccc(S(=O)(=O)N2CCC(C(=O)OCC(=O)N3CC(C)CC(C)C3)CC2)cc1C (stereo unspecified)	12.6	3.2	4.0	1.6	-3.5	-9.4	-9.3	0.2
O=C(CCc1ccccc1)N1CCCN(C(=O)CCc2ccccc2)CC1	2.9	-4.9	9.3	-6.3	-9.0	0.1	6.3	36.4
CC(C)c1ccc(-n2ccnc2SCC(=O)O)cc1	1.6	18.5	2.4	10.5	-8.9	-1.2	-9.7	-3.3
COc1ccc(NC(=O)C2CC(=O)OC2c2ccccc2)cc1 (stereo unspecified)	-8.7	-3.7	-14.7	-27.6	-2.1	-8.9	-1.2	1.0
COc1ccc(Cl)cc1NC(=S)NC(=O)c1ccco1	17.4	21.5	-20.4	-0.6	4.6	-2.1	14.0	5.5
COc1cc2[nH]c(C(=O)N3CCN(c4ccc(F)cc4)CC3)cc2c(OC)c1OC	0.9	-0.1	4.7	19.6	-5.8	-9.9	12.3	5.8
CCCc1nc2ccc(NC(C)=O)cc2c(=O)n1Cc1ccccc1Cl	15.5	-2.3	-8.9	-37.3	-1.0	-4.3	3.0	-0.7
O=C(O)c1ccccc1N=Nc1ccc(O)cc1	4.7	16.1	-1.4	-11.0	2.5	12.2	-38.4	5.4
Cc1c(C)c2c(C)[nH]nc2oc1=O	5.5	-24.8	-1.8	7.0	0.4	-103.1	23.6	-5.2
Cc1ccc(NS(=O)(=O)c2ccc(CCC(=O)O)cc2)cc1	-7.7	-5.8	17.4	13.0	-3.3	-15.7	12.8	-11.1
C/C(=N/NC(=O)c1cccs1)c1ccc(NC(=O)COc2ccc(Cl)cc2)cc1	-13.4	-17.6	-14.6	-33.4	-11.7	-15.9	0.0	4.7
Cn1cccc1C(C(=O)NC1CCCCC1)N(C(=O)Cc1cccs1)C1CC1 (stereo unspecified)	7.4	-4.1	-10.0	-3.7	0.7	13.6	-2.3	1.4
CCCCc1ccc(NC(=O)CN2C(=O)NC(Cc3ccccc3)C2=O)cc1 (stereo unspecified)	-3.6	-22.3	-8.4	3.0	-4.4	-7.2	3.5	-6.6
CN1CCN(/N=C2/C(=O)Nc3ccc([N+](=O)[O-])cc32)CC1	7.2	2.6	-5.3	-14.9	-3.6	-13.4	-20.0	10.1
c1ccc(COc2ccccc2CNCc2cccnc2)cc1	13.1	-12.5	6.7	-1.1	-5.6	6.6	10.3	5.4
COc1ccc(C=O)cc1COc1ccccc1F	10.2	-25.3	-5.6	-6.3	-3.3	-2.0	-5.8	2.7
Cc1nnc(N2C(=O)C(O)=C(C(=O)c3ccco3)C2c2ccc(C(C)(C)C)cc2)s1 (stereo unspecified)	-2.6	10.0	-30.1	14.6	1.7	0.9	-21.4	3.9
C=CCN1C(=O)C2(C(C#N)=C(N)Oc3n[nH]c(CCC)c32)c2ccccc21 (stereo unspecified)	-2.9	2.1	-0.5	16.0	0.1	5.8	8.2	-1.7
CCN(CC)S(=O)(=O)c1ccc(C(=O)NCc2ccc3c(c2)cc(C)n3C)cc1	10.8	0.8	-1.6	3.4	4.0	7.2	-11.9	-2.2
COC(=O)CSc1[nH]c2ccc(F)cc2c1[N+](=O)[O-]	20.3	-2.9	-8.2	3.4	18.1	6.0	2.3	-2.7
CCN(CC(=O)Nc1cccc(C(C)=O)c1)S(=O)(=O)c1ccc(C)cc1	4.8	-3.8	-2.1	0.0	1.2	2.1	7.7	3.3
CC1CCN(C(=O)c2[nH]cnc2C(=O)N2CCN(c3ccccc3)CC2)CC1	3.2	6.0	4.9	-1.4	-2.4	-4.9	4.5	-0.4
COc1ccc2cc(C#N)c(SCC(=O)N3CCCC3)nc2c1	-3.0	9.2	-29.1	-1.8	-9.1	-6.9	17.8	-0.1

Just 697 NFkB inh, for some of the entries so far:
canonical_smiles | 697 NFkB inh
CC1CCN(C(=O)c2[nH]cnc2C(=O)N2CCN(c3ccccc3)CC2)CC1 | -1.4
COc1ccc2cc(C#N)c(SCC(=O)N3CCCC3)nc2c1 | -1.8

Remaining list, next part:
structure	CCR6 antag	APJ antag	Jurkat NFkB inh	697 NFkB inh	CXCR6 inh	Gli-Sufu block	UBC13 polyUb	EBI2 antag
CN(C)CCNc1nc2sc3c(c2c(=O)n1-c1ccc(F)cc1)CCCCC3	6.0	-17.2	-8.1	-3.9	-2.5	1.6	4.5	-2.4
CC(NS(=O)(=O)c1ccc(OCC(=O)NCc2ccncc2)cc1)c1ccccc1 (stereo unspecified)	-5.2	-13.4	16.7	-14.7	4.5	2.0	0.1	7.4
O=C(NC1CCCC1)C(c1ccc(F)cc1)N(C(=O)c1csnn1)C1CC1 (stereo unspecified)	14.3	0.3	10.1	12.7	5.2	-9.7	0.6	7.3
COc1cc(-c2noc(CCCC(=O)Nc3ccc(C(N)=O)cc3)n2)cc(OC)c1OC	-3.3	11.5	1.7	21.7	1.2	5.3	0.1	-2.5
CC(=O)N=C1SC2CS(=O)(=O)CC2N1c1ccccc1Cl (stereo unspecified)	-8.2	-17.8	-27.6	-15.9	2.7	-10.4	-0.7	3.5
CN(C)S(=O)(=O)c1cccc(C(=O)OCC(=O)c2c(N)n(C)c(=O)n(C)c2=O)c1	1.0	-15.2	1.9	16.7	1.3	21.9	2.3	-8.3
CC1CCCCN1S(=O)(=O)c1ccc2c(c1)C(C)(C)C(=O)N2C (stereo unspecified)	0.0	-52.3	-1.0	-20.2	-5.6	8.0	0.9	0.9
N#Cc1cc(-c2ccc(Cl)cc2)cn(Cc2c(Cl)cccc2Cl)c1=O	6.5	13.6	10.3	-6.5	-4.0	7.4	30.4	45.5*
COc1ccc(CNC(=O)Nc2ccc3c(c2)N(C)C(=O)CS3)cc1	0.1	-7.0	4.3	9.2	-3.0	1.7	-5.6	-0.9
Cc1ccsc1CN1CC(=O)N(c2c(C)cccc2C)C1=S	3.8	4.7	6.9	-8.7	7.3	24.2	-7.1	0.3
Cc1cc(C)n(S(=O)(=O)c2cccc([N+](=O)[O-])c2)n1	-5.7	-38.2	5.7	-14.9	-6.3	17.1	-1.3	-19.1
COC(=O)c1sccc1NC(=O)CSCCc1ccncc1	-1.3	1.0	8.8	-4.7	2.8	-28.0	14.6	-8.6
COCc1cc(=O)[nH]c(N2CCN(c3ccccc3OC)CC2)n1	7.8	-1.3	-15.4	4.7	5.0	-0.7	-9.2	0.2
COc1ccc2[nH]c(=O)c(CN(Cc3nnnn3CCc3ccccc3)CC3CCCO3)cc2c1 (stereo unspecified)	0.0	13.5	-8.7	-25.7	-1.8	4.1	4.2	-2.5
Cc1cnc(NC(=O)CSc2ccccc2)s1	0.6	7.6	-14.6	10.5	0.9	-11.5	9.0	-13.5
CCN1C(Nc2ccccc2)=NC[C@@H]1Cc1ccccc1	13.3	-3.0	8.1	29.9	6.3	2.3	7.0	1.2

High-throughput results deposited in PubChem BioAssay by Sanford-Burnham Center for Chemical Genomics.
